Assay outcomes as filed in PubChem BioAssay.
T cell modulator: modulators of CD8 T cell-vesicle binding, primary screen, mouse 2C CD8+ T cells, flow cytometry | 2C CD8+ T cell-vesicle binding; hits give low values | calls only at 7 µM | actives 0.068% (n = 330,000) | AID 2052, 2009;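 active means response, share of CD8 T cells binding vesicles, and their 90th percentile fluorescence all below set limits, cut at about 80% in these data, passing the limit was not always enough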
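Assay system: 2C TCR transgenic mouse naive CD8+ T cells, MACS-purified | Read-out: CD8+ gate FL2 mean fluorescence as % of same-row positive control | Signal: High-throughput flow cytometry with anti-B7-1 and anti-CD8 staining | Timing: Binding step 1.5 h, 37 °C, antibody labelling 20 min, ice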
Myeloid diff MLP: induction of myeloid progenitor differentiation, primary screen, cell-based, flow cytometry, MLPCN library; ER-HoxA9 myeloid progenitors, lysozyme-GFP differentiation; calls only at 10 µM; actives 1% (n = 360,000);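 active means normalized GFP-positive differentiation at or above the plate's own cutoff, the solvent-only control mean plus 3 SD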;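 further: cells exposed to compound for four days before flow analysis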
NTR1 agonist: agonists of NTR1, primary screen, imaging, U2OS cells, beta-arrestin-GFP, high content (AID 493036); NTR1-U2OS beta-arrestin-GFP spot imaging, agonist mode; activation, % at 20 µM; actives 0.17% (n = 330,000);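 active means activation at or above 40% of the spot to cytoplasm intensity ratio, with at least 20 cells analyzed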;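 further: 0% = DMSO without peptide and 100% = 100 nM NTR1 peptide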
Target sequence (P30989 whole entry, looked up): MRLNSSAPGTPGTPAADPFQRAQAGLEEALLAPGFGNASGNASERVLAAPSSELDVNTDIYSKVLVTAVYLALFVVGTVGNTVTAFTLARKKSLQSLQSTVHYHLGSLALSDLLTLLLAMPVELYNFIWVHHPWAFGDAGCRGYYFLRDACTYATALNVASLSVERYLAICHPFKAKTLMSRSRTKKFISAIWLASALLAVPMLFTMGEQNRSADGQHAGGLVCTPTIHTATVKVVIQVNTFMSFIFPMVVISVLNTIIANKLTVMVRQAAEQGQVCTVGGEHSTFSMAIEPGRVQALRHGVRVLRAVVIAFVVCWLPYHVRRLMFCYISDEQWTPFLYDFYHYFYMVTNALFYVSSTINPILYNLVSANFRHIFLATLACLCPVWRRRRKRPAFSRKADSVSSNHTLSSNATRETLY
T cell modulator vesicle-bound %: also measured in T cell modulator; calls as there; double positive events, %; measured here: CD8+ vesicle-bound cell fraction;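 binding gate set so that unloaded-vesicle control wells show 10% double positive cells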
NTR1 agonist cell count 20 µM: second read-out of NTR1 agonist, no call of its own (marks repeat the call); cell count; measured here: cell count, cytotoxicity flag
Myeloid diff MLP GFP+ MAC1+ %: recorded beside Myeloid diff MLP, whose call it bears; GFP+ MAC1+ double positive, %; measured here: differentiation confirmed by MAC1 staining
* marks the source's active call; other numbers are inactive results; i = inactive; & = joins results of further samples.

SMILES | T cell modulator | T cell modulator vesicle-bound % | Myeloid diff MLP | Myeloid diff MLP GFP+ MAC1+ % | NTR1 agonist | NTR1 agonist cell count 20 µM
Cc1cc(C)c(NC(=O)CN(C)C(=O)C2CC(=O)N(c3cccc4ccccc34)C2)c(C)c1 (stereo not drawn) | i | 22.3 | i | 1.3 | -0.5 | 61
CSCCC(NC(=O)COc1ccccc1)C(=O)N(C)Cc1ccc(F)cc1 (stereo not drawn) | i | 48.9 | i | 0.4 | -0.6 | 59
O=C(COC(=O)C1COc2ccccc2O1)NC1CCCCC1 (stereo not drawn) | i | 45.2 | i | 0.4 | -0.2 | 56
COc1ccccc1NC(=O)C(C)OC(=O)CCNS(=O)(=O)c1cccc(C(F)(F)F)c1 (stereo not drawn) | i | 3.1 | i | 0.8 | 1.0 | 51
COc1ccccc1NC(=O)Nc1nc(CC(=O)N2CCN(c3ccccc3OC)CC2)cs1 | i | 55.5 | i | 0.4 | 3.7 | 54
COC(=O)c1c(C)[nH]c(C(=O)OCC(=O)c2c(N)n(CC(C)C)c(=O)n(C)c2=O)c1C | i | 56.5 | i | 0.7 | 4.4 | 54
COc1cc(OC)cc(C(=O)NNC(=O)c2ccc(-n3cncn3)c([N+](=O)[O-])c2)c1 | i | 37.7 | i | 0.6 | -1.3 | 59
COc1cc(Br)cc2cc(C(=O)OC3CCN(C)CC3)c(=O)oc12 | i | 48.7 | i | 1.3 | -0.5 | 94
CCCCNc1c(-c2ccc(-c3cccc(Cl)c3)cc2)nc2ccc(Cl)cn12 | i | 5.6 | i | 0.6 | 2.0 | 66
COc1cccc(-c2ccc3ncnc(N(C)Cc4ccco4)c3c2)c1 | i | 15.2 | i | 1.3 | 6.9 | 45
CCOC(=O)C1=CC[C@]2(C)c3c(c4ccccc4n3C)C(=O)C1N2C | i | 34.0 | i | 0.6 | -0.1 | 46
O=C(CCNC(=O)c1ccc(Br)cc1)Nc1ccc(S(=O)(=O)N2CCOCC2)cc1 | i | 37.3 | i | 0.4 | -2.4 | 61
COc1ccc(-n2sc3ccc(F)cc3c2=O)cc1 | i | 37.0 | i | 2.6 | 0.2 | 60
COc1ccc(Cl)cc1NC(=O)Cn1c(C)csc1=O | i | 18.3 | i | 0.4 | 0.6 | 55
CCN1C(=O)[C@@H]2[C@@H](c3ccc(-c4ccccc4)cc3)N3CCCC[C@@]3(C(=O)OC)[C@@H]2C1=O | i | 39.6 | i | 0.6 | -2.1 | 93
COc1ccc(-c2c(-c3ccccc3OC)oc3ccccc23)cn1 | i | 58.4 | i | 2.1 | 5.6 | 62
Cc1ccc(CNC(=O)[C@]2(C)CCC[C@@]3(C)C4CC[C@@]5(C)C[C@]4(CCC32)CC5=O)cc1 (stereo partly drawn) | i | 10.7 | i | 1.5 | 4.2 | 42
CCOC(=O)c1cccc(OC(=O)CCNC(=O)c2ccc(Cl)cc2)c1 | i | 2.1 | i | 0.3 | 0.5 | 44
Cc1ccc(NS(=O)(=O)c2ccc(C(=O)NCC(c3ccco3)N3CCCCC3)cc2)cc1 (stereo not drawn) | i | 57.0 | i | 1.0 | 3.1 | 55
O=C(CSc1ncccn1)Nc1ccc2c(c1)OCO2 | i | 17.7 | i | 0.6 | 0.7 | 45
CCCNC(=O)c1ccccc1NC(=O)COc1cccc2c1OC(C)(C)C2 | i | 49.7 | i | 1.0 | 0.5 | 76
CC(OC(=O)c1c(F)cccc1F)C(=O)NCCC1=CCCCC1 (stereo not drawn) | i | 24.7 | i | 0.7 | -0.5 | 61
CCC1CCCCN1C(=O)COC(=O)c1ccc(Br)o1 (stereo not drawn) | i | 23.9 | i | 0.4 | 0.0 | 45
CCC(C)c1ccc(S(=O)(=O)N2CCN(CC(O)CN3CCOCC3)CC2)cc1 (stereo not drawn) | i | 38.8 | i | 0.3 | -2.1 | 31
O=C(NNC(=O)c1ccc(-c2ccc([N+](=O)[O-])cc2)o1)c1ccncc1 | i | 3.3 | i | 0.7 | 1.2 | 53

Additional compounds
SMILES | T cell modulator | T cell modulator vesicle-bound % | Myeloid diff MLP | Myeloid diff MLP GFP+ MAC1+ % | NTR1 agonist | NTR1 agonist cell count 20 µM
CCN(C(=O)CSc1cccc[n+]1[O-])c1ccccc1 | i | 28.2 | i | 0.6 | 1.0 | 63
C=CCn1c(SCC(=O)Nc2c(C)n(C)n(-c3ccccc3)c2=O)nc2ccccc2c1=O | i | 43.6 | i | 1.1 | 1.5 | 48
Cc1cccc(CNc2ccc(S(=O)(=O)N3CCCCC3)cc2)c1 | i | 33.5 | i | 0.2 | 2.0 | 35
Cc1ccc(S(=O)(=O)N(Cc2cccc(Cl)c2)C(=O)N2CCN(C)CC2)cc1 | i | 50.0 | i | 0.9 | -0.8 | 58
COc1ccc(N2CC(C(=O)N(CC(C)C)c3c(N)n(Cc4ccccc4)c(=O)[nH]c3=O)CC2=O)c(OC)c1 (stereo not drawn) | i | 49.1 | i | 1.0 | 0.6 | 62
C=C[C@]1(C)C[C@@H](OC(=O)CSCCN(CC)CC)[C@]2(C)C(C)CC[C@]3(CCC(=O)[C@H]32)[C@@H](C)[C@@H]1O (stereo partly drawn) | i | 39.8&38.2 | i | 3.3&3.3 | 1.2&1.3 | 49&44
O=C(Nc1ccc(Cl)c(Cl)c1)C1CCN(C(=O)c2ccco2)CC1 | i | 19.6 | i | 0.3 | 2.4 | 60
O=S(=O)(O)c1cc(O)ccc1O | i | 19.5 | i | 6.4 | 0.3 | 61
O=[N+]([O-])c1ccc(S(=O)(=O)NCC(c2cccnc2)N2CCc3ccccc32)cc1 (stereo not drawn) | i | 28.6 | i | 0.7 | 4.4 | 64
Cc1ccc(C(=O)c2ccccc2C(=O)OCC(=O)N2CC(C)CC(C)C2)cc1 (stereo not drawn) | i | 27.9 | i | 0.6 | 4.2 | 50
Cc1ccc(OCCC(=O)OC(C)C(=O)Nc2c(C)n(C)n(-c3ccccc3)c2=O)cc1 (stereo not drawn) | i | 47.4 | i | 1.4 | 1.4 | 69
Cc1ccc(NC(=O)COC(=O)CCNS(=O)(=O)c2c(Cl)cccc2Cl)cc1 | i | 53.3 | i | 0.5 | 0.4 | 57
O=C(COc1coc(CN2CCN(c3ccccc3F)CC2)cc1=O)Nc1ccccc1 | i | 45.5 | i | 1.3 | 1.7 | 42
COc1ccccc1C(CNC(=O)CNC(=O)c1ccc(Cl)c(Cl)c1)N1CCCC1 (stereo not drawn) | i | 40.1 | i | 0.9 | -0.8 | 54
O=C(COC(=O)[C@@H]1CCCN1C(=O)c1cccs1)Nc1cccc([N+](=O)[O-])c1 | i | 26.0 | i | 1.5 | 1.2 | 73
CCOC(=O)c1cnn(-c2sc(C(=O)OCC)c(C)c2C(=O)OCC)c1N | i | 12.9 | i | 0.6 | 1.3 | 40
O=C(CSc1nnnn1C1CC1)Nc1cc(S(=O)(=O)N2CCCC2)ccc1Cl | i | 50.9 | i | 0.7 | -0.5 | 57
O=C(O)c1cc(NS(=O)(=O)c2cccs2)cc(NS(=O)(=O)c2cccs2)c1 | i | 24.0 | i | 0.8 | -1.5 | 57
Cc1ccc(C)c(NC(=O)COC(=O)c2cc3ccccc3oc2=O)c1 | i | 27.0 | i | 1.3 | -0.6 | 45
O=C(NCC(c1ccco1)N1CCOCC1)c1ccc(F)c(F)c1 (stereo not drawn) | i | 13.8 | i | 0.2 | -0.1 | 47
CCOC(=O)c1nn(-c2ccc(C)cc2)c(=O)cc1OCC(=O)Nc1ccc(OC)cc1 | i | 54.0 | i | 0.6 | -1.4 | 72
CC(C)C(NC(=O)c1ccco1)C(=O)OCC(=O)NCCc1ccccc1 (stereo not drawn) | i | 45.3 | i | 1.0 | 6.7 | 54
CC1CCC(NC(=O)COC(=O)C2=NN(c3ccccc3)C(=O)CC2)CC1 (stereo not drawn) | i | 38.6 | i | 0.5 | 4.6 | 52
O=C(NNC(=O)c1cc2ccccc2[nH]1)OCc1ccccc1 | i | 7.1 | i | 1.7 | 1.0 | 61
Cc1ccc(S(=O)(=O)Nc2c(C)nn(C)c2C)c(C)c1 | i | 49.5 | i | 0.5 | -0.1 | 39

Full records as entered above.
Entry for O=C(O)c1cc(NS(=O)(=O)c2cccs2)cc(NS(=O)(=O)c2cccs2)c1 = T cell modulator = i; T cell modulator vesicle-bound % = 24.0; Myeloid diff MLP = i; Myeloid diff MLP GFP+ MAC1+ % = 0.8; NTR1 agonist = -1.5; NTR1 agonist cell count 20 µM = 57
Entry for O=C(CSc1nnnn1C1CC1)Nc1cc(S(=O)(=O)N2CCCC2)ccc1Cl = T cell modulator = i; T cell modulator vesicle-bound % = 50.9; Myeloid diff MLP = i; Myeloid diff MLP GFP+ MAC1+ % = 0.7; NTR1 agonist = -0.5; NTR1 agonist cell count 20 µM = 57

Further results follow.
SMILES | T cell modulator | T cell modulator vesicle-bound % | Myeloid diff MLP | Myeloid diff MLP GFP+ MAC1+ % | NTR1 agonist | NTR1 agonist cell count 20 µM
CCN(C(=O)COC(=O)CSc1cc(C)c2ccccc2n1)c1ccccc1 | i | 41.4 | i | 0.8 | 2.0 | 64
CCN(CC(=O)NCc1ccc(F)cc1)CC(=O)Nc1cc(S(=O)(=O)N(C)C)ccc1C | i | 13.8 | i | 0.3 | -0.1 | 106
Cc1cc(C(=O)NCc2ccco2)sc1C | i | 42.1 | i | 1.5 | -2.7 | 67
Nn1c(COc2ccccc2F)nnc1SCC(=O)NC1CCCCC1 | i | 33.1 | i | 1.3 | 0.6 | 62
CC(Oc1cccc([N+](=O)[O-])c1)C(=O)NCCC1=CCCCC1 (stereo not drawn) | i | 35.9 | i | 0.9 | 0.7 | 81
Cc1ccc(NC(=S)NC(=O)c2cncc(Br)c2)c(C)c1 | i | 57.6 | i | 0.3 | 5.8 | 57
O=C(Nc1cccc(S(=O)(=O)N2CCCC2)c1)c1cncc(Br)c1 | i | 53.1 | i | 0.6 | -0.3 | 55
COc1ccccc1NC(=S)NC1CCCC1 | i | 18.3 | i | 0.6 | 1.0 | 49
CC1CCN(S(=O)(=O)c2ccc(C(=O)N3CCCCC3C(=O)O)cc2)CC1 (stereo not drawn) | i | 27.9 | i | 0.3 | -1.5 | 38
Cc1ccc(SCC(=O)Nc2oc(C)c3c(C)n[nH]c(=O)c23)cc1C | i | 40.6 | i | 0.4 | -0.5 | 58
Cc1occc1-c1nnc(SCC(=O)NC2CCCCC2)o1 | i | 22.7 | i | 0.7 | 0.7 | 94
COc1ccc(S(=O)(=O)N2CCCCCC2)cc1NC(=O)CN1C(=O)CNC1=O | i | 33.8 | i | 0.3 | -0.1 | 76
COc1ccccc1NS(=O)(=O)c1cc(C(=O)NCC(c2cccs2)N2CCOCC2)ccc1C (stereo not drawn) | i | 47.7 | i | 1.4 | -1.0 | 32
COc1ccc(S(=O)(=O)N(C)C[C@H]2Oc3ccc(NS(=O)(=O)c4cccs4)cc3CC(=O)N([C@H](C)CO)C[C@H]2C)cc1 | i | 3.7 | i | 0.8 | 1.1 | 60
O=C(NCCN1C(=O)S/C(=C/c2cccnc2)C1=O)c1cccs1 | i | 44.2 | i | 1.7 | 2.0 | 63
CCOc1ccc(C(=O)Nc2ccc(S(=O)(=O)N3C[C@@H]4C[C@@H](C3)c3cccc(=O)n3C4)cc2)cc1 | i | 24.0 | i | 1.7 | 2.3 | 60
O=C(NCC(c1ccco1)N1CCc2ccccc21)c1cccc([N+](=O)[O-])c1 (stereo not drawn) | i | 62.5 | i | 0.6 | 1.7 | 52
CSc1ccc(S(=O)(=O)NCC(=O)OCC(=O)N(Cc2ccccc2)C(C)C)cc1[N+](=O)[O-] | i | 54.8 | i | 0.4 | 2.1 | 57
COc1ccc(OCCOc2ccc(S(=O)(=O)N3CCCC3)cc2C(N)=O)cc1 | i | 45.1 | i | 0.7 | -2.4 | 54
O=S(=O)(Nc1cccc(S(=O)(=O)N2CCCCC2)c1)c1ccc(Cl)s1 | i | 6.9 | i | 1.1 | 2.2 | 50
Cn1c(N)c(C(=O)COC(=O)/C=C/c2cccc(C(F)(F)F)c2)c(=O)n(C)c1=O | i | 25.7 | i | 1.1 | 4.8 | 58
COC(=O)c1ccccc1S(=O)(=O)N1CCC(C(=O)OC(C)C(=O)Nc2ccccc2OC)CC1 (stereo not drawn) | i | 26.9 | i | 0.8 | 1.5 | 52

A portion of the library, so the mix of outcomes need not match the whole.
